Assay outcomes from PubChem BioAssay.
PPARg SRC-1 ag: agonists of human PPARgamma SRC-1 coactivator recruitment | AID 631 | activation, % at 8 µM | PPARgamma-SRC-1 coactivator recruitment biochemical assay | P37231 | 200,000 compounds, 0.41% hits; in the data active = activation above about 19%;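 also: 0% = DMSO and 100% = reference agonist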
Target sequence (P37231 whole entry, looked up): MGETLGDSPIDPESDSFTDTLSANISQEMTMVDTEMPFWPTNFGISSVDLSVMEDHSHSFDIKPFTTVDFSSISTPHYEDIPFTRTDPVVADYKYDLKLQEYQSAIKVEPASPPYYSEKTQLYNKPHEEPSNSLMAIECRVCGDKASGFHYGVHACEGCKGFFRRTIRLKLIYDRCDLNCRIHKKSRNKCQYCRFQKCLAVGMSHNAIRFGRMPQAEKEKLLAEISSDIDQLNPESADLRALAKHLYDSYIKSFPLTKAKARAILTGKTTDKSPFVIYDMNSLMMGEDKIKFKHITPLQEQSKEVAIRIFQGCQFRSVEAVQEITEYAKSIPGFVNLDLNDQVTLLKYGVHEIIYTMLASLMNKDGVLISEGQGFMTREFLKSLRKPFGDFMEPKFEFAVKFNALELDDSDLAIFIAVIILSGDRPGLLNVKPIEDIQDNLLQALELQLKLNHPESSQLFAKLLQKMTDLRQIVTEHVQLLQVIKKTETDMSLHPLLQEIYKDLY
PPARg SRC-3 ag: PPARgamma-driven SRC-3 recruitment agonism | activation, % at 8 µM | P37231 | biochemical PPARgamma/SRC-3 coactivator recruitment assay | AID 731 | 200,000 compounds, 0.26% hits; in the data active = activation above about 23%;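 also: 0% = DMSO and 100% = reference agonist; some compounds past the cut are filed as inactive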
ROMK primary: human ROMK K+ channel modulation, primary screen. P48048. Tet-inducible ROMK, thallium flux fluorescence; actives lie on both sides. B-score at 10 µM. 130,000 compounds, 2% hits. AID 1918;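 active = signal ratio slope over the read window, or its plate-corrected B-score, at least 3 SD from the plate mean, either direction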;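 also: B-score of the F/F0 ratio slope over 7 to 12 s after thallium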
Efa HMGR inh: blocks class II HMG-CoA reductase of Enterococcus faecalis; purified E. faecalis HMGR, NADPH absorbance 340 nm kinetic; inhibition, % at 10 µM; 190,000 compounds, 0.41% hits;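 active = inhibition above a set limit, the median over all tested compounds plus 3 SD, cut at about 9.5% in these data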;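 also: enzyme runs in reverse so mevalonate oxidation gives rising NADPH absorbance; 0% = complete reaction with DMSO and 100% = background rate lacking mevalonate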
bIAP inhibitor: blocks bovine intestinal alkaline phosphatase activity; purified bovine IAP, CDP-star luminescence, 30 min; inhibition, % at 20 µM; 190,000 tested, under 10 active;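 active = over 50% inhibition of intestinal alkaline phosphatase at 20 µM in the single-dose screen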
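Assay system – bovine IAP enzyme · Quantity – bovine IAP at 1/65,000,000 final dilution · Detection – CDP-star luminescence signal · Times – 30 min reaction at room temperature · Also added – CDP-star substrate at 30 µM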
PPARg SRC-2 ag: promotes SRC-2 coactivator recruitment by human PPARgamma; P37231; PPARgamma LBD-SRC-2 recruitment, biochemical; activation, % at 8 µM; 200,000 compounds, 0.34% hits; in the data active = activation above about 22%;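 also: 0% = vehicle and 100% = reference agonist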
RAM inhibit: inhibitors of the yeast RAM network; inhibition, % at 50 µM; 190,000 compounds, 1.8% hits; S. cerevisiae dse1pr::URA3 reporter, 5-FOA growth OD615, 2 d; analog-sensitive cbk1-as2 kinase mutant strain;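 active = inhibition above a set limit, 3 SD over mean compound inhibition, cut at about 8.4% in these data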;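 also: 0% = DMSO-only wells with no growth and 100% = 10 µM 1-NA-PP1 full growth; inhibition rescues growth on 5-FOA so higher OD means more RAM inhibition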
Lmaj promast: Leishmania major promastigote growth inhibition | Leishmania major promastigotes, resazurin fluorescence viability | inhibition, % at 10 µM | 200,000 compounds, 9% hits | AID 1063; in the data active = inhibition above about 50%;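 also: promastigotes grown with compound for 44 hours at 28 °C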
S1P3 antag: blocks the human S1P3 receptor. Q99500. CHO S1P3 NFAT-BLA reporter, FRET fluorescence, antagonist mode. inhibition, % at 4.98 µM. 170,000 compounds, 0.27% hits;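 active = inhibition above the plate cutoff, the mean inhibition of test wells on that plate plus 3 SD, cut at about 28% in these data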;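 also: cells challenged with S1P at its EC80 of 0.8 µM; blue over green emission ratio from cleaved BLA substrate after 4 h stimulation; 0% = S1P-stimulated wells and 100% = unstimulated DMSO-only wells; some compounds past the cut are filed as inactive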
Target sequence (Q99500 whole entry, looked up): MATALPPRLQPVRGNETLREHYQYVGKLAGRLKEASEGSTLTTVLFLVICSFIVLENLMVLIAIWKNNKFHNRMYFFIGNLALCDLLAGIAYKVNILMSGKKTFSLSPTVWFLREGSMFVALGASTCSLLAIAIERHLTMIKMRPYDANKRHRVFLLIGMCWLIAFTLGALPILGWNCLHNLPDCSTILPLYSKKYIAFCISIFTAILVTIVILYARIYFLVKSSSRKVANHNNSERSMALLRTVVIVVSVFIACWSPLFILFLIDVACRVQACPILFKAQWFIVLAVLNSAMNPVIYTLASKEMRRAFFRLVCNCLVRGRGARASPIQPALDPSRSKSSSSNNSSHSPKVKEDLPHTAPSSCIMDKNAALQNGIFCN
SRC2 TRFRET art: counter-screen for PPARgamma SRC-2 recruitment agonists: TR-FRET artefact | stronger effect = higher value | TR-FRET ratio at 8 µM | 200,000 compounds, 0.4% hits; in the data active = TR-FRET ratio above about 2000; also: inactives centre near 1500; reference of the scale not given here
Redox H2O2 prof: compounds producing H2O2 with reducing agent – biochemical, NIH compound library profiling, artefact control for MLSCN library redox annotation, primary screen | AID 878 | DTT-dependent redox cycling H2O2, phenol red/HRP absorbance; 100% = 100 µM peroxide control, 0% = buffer | activation, % at 10 µM | 200,000 compounds, 0.03% hits;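 active = activation of at least 50% relative to the plate's high and low controls in the primary single-dose screen; inactive = activation below 50%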;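 also: compound incubated with DTT at 0.8 mM final as the reducing agent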
Numbers without * were called inactive; nt = no result given; & = joins results of further samples.

SMILES	PPARg SRC-1 ag	PPARg SRC-3 ag	ROMK primary	Efa HMGR inh	bIAP inhibitor	PPARg SRC-2 ag	RAM inhibit	Lmaj promast	S1P3 antag	SRC2 TRFRET art	Redox H2O2 prof
Cc1ccc(C(c2sc3nc(C)nn3c2O)N2CC(C)OC(C)C2)cc1 (stereo not drawn)	-6	1	nt	-7	0	1	0.9	-4	5	1389	0.9
COC(=O)c1ccccc1NC(=S)N1CCN(c2ccc(OC)cc2)CC1	4	2	0.057	0	4	-4	2.6	1	-6	1352	0.4
CSCc1ccc(C(=O)Nc2cccc(C)c2C)cc1	0	-2	nt	1	11	7	1.1	36	5	1543	0.2
CCCCNC(=S)Nc1ccc(C(F)(F)F)cc1	-7	7	-1.2	-8	-29	-5	-0.8	1	14	1620	-0.1
CC(=O)c1nnn(-c2nc(N)nc(N(c3ccccc3)c3ccccc3)n2)c1C	6	-5	nt	-3	7	-6	3.3	92*	7	1558	-0.5
COc1ccc(-c2cc(=O)c3c(OC)c(OC)c(OC)c(OC)c3o2)cc1OC	5&2	9&1	-0.7	4&4	-1&-7	-3&-1	1.8	16	9&-6	1392&1450	0.2
O=C(Nc1nnc(C2=COCCO2)o1)C1CCCCC1	5	4	0.32	3	-2	6	1.1	4	-1	1641	0.0
O=C(COc1ccc(S(=O)(=O)N2CCOCC2)cc1)Nc1ccccc1C(F)(F)F	-6	-9	-0.019	0	0	2	1.3	4	nt	1326	0.1
O=C(CSc1nnc(-c2ccncc2)o1)c1ccc2c(c1)OCCO2	-3	-1	0.091	0	-8	-4	1.2	-3	-12	1452	-0.6
CCc1nc(SCC(=O)Nc2c(C)n(C)n(-c3ccccc3)c2=O)n[nH]1	4	16	0.038	-5	-6	-2	-0.1	-1	10	1580	-3.7
O=C(c1cc(-c2ccccn2)nc2c(Cl)cccc12)N1CCN(C(=O)C2CCCO2)CC1 (stereo not drawn)	5	0	nt	-2	3	1	-0.2	8	-10	1733	1.5
O=C(Nc1nc2c(s1)CCCC2)c1cccs1	9	13	-0.26	-8	1	-2	0.7	35	-2	1486	-4.0
Cc1nc(SCC(N)=O)[nH]c(=O)c1CCC(C)C	-6	6	nt	-4	12	-4	0.7	-4	nt	1588	-4.8
O=C(CCNc1ccc(F)cc1)c1ccco1	6	5	nt	-2	-6	4	0.0	97*	10	1460	0.7
Cc1ccsc1C(=O)OCC(=O)NC1CCS(=O)(=O)C1 (stereo not drawn)	-1	0	0.27	0	15	1	1.1	-3	-18	1563	-1.0
Cc1cc(=O)n2[nH]c(-c3cccnc3)nc2n1	7	1	0.81	0	12	3	0.4	-4	nt	1716	0.9
O=C(c1ccc(Cl)c(S(=O)(=O)N2CCCC2)c1)N1CCN(c2ccccc2F)CC1	7	2	-2.3	0	-1	5	0.0	-5	-4	1704	1.1
CC(C)C(=O)Nc1cccc(NC(=O)c2cccc(Br)c2)c1	12	6	1.1	-11	-8	0	2.4	21	8	1857	-1.1
Cc1ccc(OCCOC(=O)c2sc(=S)n(C)c2C)cc1	7	8	0.35	-6	-2	4	2.4	-6	1	1554	1.3
Nc1nnc(Cc2ccc(Cl)cc2)s1	-2	4	0.019	-3	9	5	1.9	-8	-19	1647	3.1
COc1cc(NC(=O)Cc2ccccc2)ccc1NC(=O)c1ccco1	0	10	0.31	-4	13	10	2.1	-6	11	1526	2.3
Cc1snc(S(=O)(=O)/C(C#N)=N/Nc2cccc(C(F)(F)F)c2)c1C#N	1	1	1.2	-8	9	0	3.8	-9	nt	1502	0.1
CCOc1ccccc1NC(=O)COC(=O)c1cc(C(=O)OC)cc([N+](=O)[O-])c1	3	2	nt	-5	2	-4	3.0	27	-2	1654	-0.4
Cc1nn(Cc2ccc(F)cc2)c(Cl)c1/C=N/NC(=O)c1cccnc1	5	4	nt	-6	10	1	2.8	40	-1	1344	0.2
O=C(O)CSc1nnc(COc2ccc([N+](=O)[O-])cc2)n1-c1ccccc1	-15	-3	0.66	-3	-1	-6	0.4	-4	-11	1438	-0.9

Later entries
SMILES	PPARg SRC-1 ag	PPARg SRC-3 ag	ROMK primary	Efa HMGR inh	bIAP inhibitor	PPARg SRC-2 ag	RAM inhibit	Lmaj promast	S1P3 antag	SRC2 TRFRET art	Redox H2O2 prof
CCn1c(SCC(=O)NC(=O)NC(C)(C)C)nc2ccccc21	-6	1	2	-3	-5	-8	1.0	17	-5	1609	-1.0
N=c1c(S(=O)(=O)c2ccccc2)cc2c(=O)n3ccccc3nc2n1CC1CCCO1 (stereo not drawn)	-4	-6	nt	-6	6	0	1.7	27	nt	1516	-0.4
O=S1(=O)CCC(NS(=O)(=O)c2cccc3cccnc23)C1 (stereo not drawn)	-1	-6	nt	3	20	0	0.1	-10	12	1525	0.1
O=C(NCC1CCCO1)c1ccc2c(=O)n(CCc3ccccc3)c(=O)[nH]c2c1 (stereo not drawn)	4	-3	nt	-6	7	2	4.7	-2	nt	1566	-0.1
Cc1cc(C(F)F)n2ncc(C(=O)O)c2n1	1	3	nt	-4	3	-14	2.5	-1	nt	1254	2.5
Cc1ccc(/C(N)=N/OC(=O)c2ccco2)cc1	4	-15	nt	-7	16	4	-0.4	6	nt	1540	0.3
O=C(Oc1ccc2c3c(c(=O)oc2c1)CCC3)c1ccco1	-2	-5	0.14	-6	18	0	3.7	-6	nt	1449	0.3
O=C(NCc1ccco1)c1ccc(C(=O)NCc2ccco2)s1	4	-1	-0.0076	-4	10	6	0.3	0	nt	1500	0.2
COc1ccc(/C(N)=N/OC(=O)Cc2ccccc2[N+](=O)[O-])cc1	0	2	0.4	4	-9	7	-0.4	3	3	1361	-0.1
CCOC(=O)CNc1nc(-c2ccncc2)nc2ccccc12	6	5	-0.23	-5	21	2	1.0	26	-25	1617	-0.1
COc1cccc(-n2c(C)c(C(C)=O)c(C(C)=O)c2C)c1	-5	-2	nt	-1	12	-2	0.8	-4	5	1395	-0.4
c1cncc(Oc2cccc(Oc3cccnc3)c2)c1	1	5	-0.12	2	2	-6	0.1	-3	nt	1686	0.1
O=C(CC(=O)N/N=C/c1ccccc1O)NCc1cccnc1	4	-5	-0.14	1	-3	4	2.4	-7	2	1502	-0.7
FC(F)(F)c1cccc(Cc2noc(CN3CCC(c4ccncc4)CC3)n2)c1	2	-1	-2.2	-1	14	-3	0.9	98*	6	1661	0.8
O=C(/C=C/N1CCOCC1)c1cc2ccccc2o1	-7	-7	-0.34	-1	0	5	4.1	0	nt	1500	-0.2
CNC(=S)NCCCc1ccccc1	8	10	nt	-9	-26	13	3.0	-5	7	1698	0.7
Cc1ccc(C(=O)N/C(=C/c2ccc(-c3cccc([N+](=O)[O-])c3)o2)C(=O)NC(C)(C)C)cc1	5	6	-1.9	-6	3	9	4.3	82*	8	1787	-0.5
O=C(/C=C/c1ccc2c(c1)OCO2)Nc1c(C(=O)O)[nH]c2ccccc12	2	6	nt	-8	1	10	2.7	-5	-20	1621	0.0
CC1C(=O)Nc2ccccc2N1C(=O)C1CC1 (stereo not drawn)	-1	-4	0.24	1	7	-5	-0.7	-8	nt	1568	-0.1
COC(=O)c1cc(Cl)c(NC(=O)/C=C/c2ccc(OC)cc2)cc1OC	-4	5	0.55	1	nt	15	0.1	-4	-3	1763	-0.7
Cc1cccc(-c2noc(CCCC(=O)Nc3ccc(C(N)=O)cc3)n2)c1	3	-6	-0.55	-3	8	-3	2.4	-2	nt	1348	0.1
CCN1/C(=C/C(C)=C/c2sc3ccccc3[n+]2CC)Sc2ccccc21	15	19	-1.2	1	30	11	0.0	100*	13	1804	0.2
CS(=O)(=O)N(Cc1ccc(Cl)cc1)c1ccc(C(=O)NCCSc2ccccn2)cc1	-5	-2	nt	-6	8	-3	7.5	21	10	1296	-0.3
C=CCOc1ccc(/C=N/N2C(=O)C(CC(=O)Nc3ccc(F)cc3F)SC2=NC)cc1 (stereo not drawn)	5	4	nt	-3	0	3	3.0	2	6	1566	-0.2
CCOc1ccc(C(=O)NCC(=O)OCc2ccc(F)cc2Cl)cc1	-2	0	nt	0	-12	8	3.0	-3	4	1422	0.1

Reprinted from the part before: 3 compounds, then new ones.
SMILES	PPARg SRC-1 ag	PPARg SRC-3 ag	ROMK primary	Efa HMGR inh	bIAP inhibitor	PPARg SRC-2 ag	RAM inhibit	Lmaj promast	S1P3 antag	SRC2 TRFRET art	Redox H2O2 prof
CS(=O)(=O)N(Cc1ccc(Cl)cc1)c1ccc(C(=O)NCCSc2ccccn2)cc1	-5	-2	nt	-6	8	-3	7.5	21	10	1296	-0.3
C=CCOc1ccc(/C=N/N2C(=O)C(CC(=O)Nc3ccc(F)cc3F)SC2=NC)cc1 (stereo not drawn)	5	4	nt	-3	0	3	3.0	2	6	1566	-0.2
CCOc1ccc(C(=O)NCC(=O)OCc2ccc(F)cc2Cl)cc1	-2	0	nt	0	-12	8	3.0	-3	4	1422	0.1
CCOC(=O)c1ccc(CC(=O)c2ccc(O)cc2O)o1	1	14	0.11	-2	10	21	-0.1	-3	nt	1636	0.4
O=C(NC1CCCCC1)N(C1=NCCCCC1)c1ccc(Br)cc1	6	1	nt	0	33	0	1.0	24	-4	1632	0.3
COc1ccc(NC(=S)NCCCN2CCCC2)cc1Cl	12	1	-0.056	-5	11	6	0.9	22	-21	1464	-2.0
CC(O)C(O)C(O)C(O)/C=N/NC(=O)c1ccccc1 (stereo not drawn)	1	3	nt	-10	10	5	0.8	-7	-5	1775	0.0
Cc1cccc(N2CCN(C(=O)N3CCCCC3)CC2)c1C	7	5	0.3	4	-18	0	0.1	-1	-5	1606	-1.1
CCN(CC)C(=O)C(C)N(C#N)c1nc(Cl)nc(N(C)C)n1 (stereo not drawn)	2	1	-0.18	-4	-2	-2	0.1	-3	-5	1427	0.0
CCOC(=O)c1c(C)[nH]c(C(=O)OCc2c(C)noc2C)c1C	7	2	nt	-2	5	-3	3.3	13	-14	1515	-5.2
CC(C)(C)NC(=O)CSc1nc(-c2ccccc2)cc(=O)[nH]1	12	2	0.28	-3	-4	-2	4.6	-3	-13	1470	0.7
NC(CO)C(O)c1ccc([N+](=O)[O-])cc1 (stereo not drawn)	-1	-4	-0.27	-1	15	1	2.0	-6	3	1538	-0.1
CCCCc1cc2c(s1)CCCC/C2=N/O	10	4	-1.2	-2	4	5	-0.8	-1	-16	1513	-0.8
COc1cccc(CNC(=O)C(C(=O)NCc2cccc(OC)c2)c2ncc(C(F)(F)F)cc2Cl)c1	5	1	-0.38	-5	4	-2	2.2	1	3	1684	-0.1
CCOC(=O)NCC(C)(C)CNC(=O)OCC	-6	-16	nt	-2	4	-3	-0.9	-14	18	1599	2.3
O=C(COc1cccc2ccccc12)N/N=C/C=C/c1ccccc1	7	5	-0.25	1	7	6	2.3	-6	2	1630	-0.5
COc1ccc(Cn2nnnc2CN2CCC(c3nc4ccccc4s3)CC2)cc1	-6	-9	-0.54	2	2	4	1.8	23	4	1353	0.6
Cc1ccc(OCCn2c(=O)sc3ccccc32)cc1	-5	1	-1.4	-1	1	7	-0.7	1	nt	1620	0.6
CCCn1c(SCC(=O)Nc2nnc(CC)s2)nnc1-c1ccco1	7	-16	0.44	-2	-1	-1	0.0	-8	-18	1583	0.2
